Screens: PubChem BioAssay, several laboratories
RmlCD inh 1536 – blocks M. tuberculosis RmlC and RmlD coupled enzymes | P9WH09+P9WH11 | RmlC+RmlD coupled enzyme assay, percent inhibition; primary screen in compound mixtures | inhibition, % at 3.6 µM | 160,000 tested, 0.03% active | AID 1533; in the data active means inhibition mostly above about 34%, no sharp cut-off; further: some results filed as inactive read as strong as hits
Target sequence (P9WH09 whole entry, looked up): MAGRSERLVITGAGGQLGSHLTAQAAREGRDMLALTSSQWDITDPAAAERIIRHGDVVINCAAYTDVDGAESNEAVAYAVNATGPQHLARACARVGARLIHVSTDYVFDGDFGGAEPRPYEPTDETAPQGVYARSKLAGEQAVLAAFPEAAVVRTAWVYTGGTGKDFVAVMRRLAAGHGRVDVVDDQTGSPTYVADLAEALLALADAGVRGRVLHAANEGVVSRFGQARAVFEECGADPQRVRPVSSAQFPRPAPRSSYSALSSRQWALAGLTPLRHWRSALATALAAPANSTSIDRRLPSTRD
Target sequence (P9WH11 whole entry, looked up): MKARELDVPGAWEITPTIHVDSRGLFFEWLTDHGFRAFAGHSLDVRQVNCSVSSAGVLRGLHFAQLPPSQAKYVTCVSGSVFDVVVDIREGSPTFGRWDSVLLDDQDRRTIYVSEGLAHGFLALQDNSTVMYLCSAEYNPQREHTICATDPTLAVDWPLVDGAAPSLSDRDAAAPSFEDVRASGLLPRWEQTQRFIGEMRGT
GlmU inhibition – inhibition of mycobacterial GlmU enzyme – biochemical, glucosamine-1-phosphate acetyltransferase (AID 1376). 220,000 tested, 0.25% active. inhibition, %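 (tested at 30 µM in the primary screen)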, or IC50 in µM where a hit was titrated. M. tuberculosis GlmU acetyltransferase enzyme assay; higher % means a stronger effect; in the data active means inhibition above about 13%;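 further: 0% = complete reaction with vehicle and 100% = reaction without substrate; strong numbers were not always called active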
Active calls of the source: *; x = no result given.

canonical_smiles,RmlCD inh 1536,GlmU inhibition
CCOc1ccc(C(Nc2ccc(C)cc2)P2(=O)OCC(C)(C)CO2)cc1 (centres undefined),9.0,-0.5%
CC(=O)NCCc1nc2ccccc2n1Cc1cccc(C)c1,6.7,2.4%
CC(=O)c1c(C)[nH]c(C(=O)OCC(=O)NCCC(C)C)c1C,15.0,-10.2%
Cc1ccc(N2CC(C(=O)N3CCCc4ccccc43)CC2=O)cc1 (centres undefined),-2.0,4.0%
O=C(c1ccccc1)c1c[nH]c(C(=O)C(Cl)(Cl)Cl)c1,30.5,-6.9%
Cc1cc(N2C(=O)C(O)=C(C(=O)c3cccs3)C2c2cccc(O)c2)no1 (centres undefined),x,-2.3%
CCCC1=[N+](CC(=O)c2ccccc2)CCn2cccc21,10.1,-2.8%
CCOC(=O)NC(=O)CSc1nc(C)cc(C(F)(F)F)c1C#N,1.1,0.7%
Cc1ccc(-n2[nH]c(C)c(C=Nc3ccc(S(=O)(=O)Nc4nccs4)cc3)c2=O)c(C)c1,x,2.8%
C/C(N)=C(/C#N)C(=O)COC(=O)C(NS(=O)(=O)c1ccc(Cl)cc1)C(C)O (centres undefined),-4.2,9.1%
Nc1ccc(-c2ccc(C(=O)O)s2)cn1,x,-2.6%
Cn1ccnc1C1CCCCN1Cc1nc(-c2ccc(Cl)cc2)no1 (centres undefined),4.0,-3.7%
O=C(NCCO)/C(=C\c1ccc2c(c1)OCO2)NC(=O)c1ccc(Br)cc1,-11.1,0.5%
Cc1cc(NC(=O)/C(C#N)=C/c2ccc(-c3ccc(SC(F)F)cc3)o2)n(-c2ccccc2)n1,x,-5.9%
COCCCNC(=O)c1cn(Cc2c(F)cccc2Cl)nn1,12.0,-2.3%
Nc1cc(=O)[nH]c(SCC(=O)N2CCCc3ccccc32)n1,x,-6.9%
Cc1ccc(C(C)C)cc1OCCCCN1CCCC1,2.9,-4.5%
C/C=C/c1ccc(OCC(=O)Nc2ccc(OC)c(OC)c2)c(OC)c1,6.5,-3.4%
CCn1c(SCC(=O)N/N=C(\C)c2ccncc2)nnc1-c1ccccc1,1.0,2.2%
N#C/C(=C\c1coc2ccccc2c1=O)C(N)=S,2.3,1.4%
CCOc1ccc(S(=O)(=O)n2ccc(C)n2)c2ccccc12,98.1,-8.6%
CCn1c(SCC(=O)Nc2nnc(C)s2)nc2c(c1=O)SC(C)C2 (centres undefined),-9.8,-6.2%
COC(=O)c1ccc(C(=O)OC)c(NC(=O)CN(C)Cc2ccccc2)c1,3.5,-4.8%
CC1=Nc2cc(C(=O)NCCCOC(C)C)ccc2Sc2ccccc21,5.9,0.9%
COc1ccc(N(CCC#N)S(=O)(=O)c2cccc3nsnc23)cc1,0.7,-2.2%
Cc1cccc2sc(NC(=O)CNS(=O)(=O)c3ccc(Br)s3)nc12,-0.5,3.1%
COc1ccccc1-c1nc2cc3ccccc3cc2nc1-c1ccccc1OC,-9.0,6.6%
N#C/C(=C\c1ccc(-c2ccccc2)cc1)c1nc(-c2ccco2)cs1,x,-3.9%
CC(=O)Nc1ccc(S(=O)(=O)N2CCN(c3cccc(C)c3C)CC2)cc1,3.6,-2.2%
CC(=O)Nc1ccc(C(=O)CSc2nccc(=O)[nH]2)cc1,-1.5,0.5%
COc1cc2c(c(OC)c1OC)-c1c(cc3c(c1OC)OCO3)C1OC2[C@@H](C)[C@H]1C (some centres undefined),6.0,-1.7%
CCN1C(=O)/C(=C2\SC(=S)N(c3c(C)n(C)n(-c4ccccc4)c3=O)C2=O)c2ccccc21,11.6,x
CCOC(=O)C1C(=O)NC(N2CCc3ccccc32)=NC1c1ccccc1 (centres undefined),5.6,-0.5%
CCOC(=O)c1cc2c(=O)n3ccccc3nc2n(Cc2ccco2)c1=NC(=O)c1ccccc1OC,-7.2,-1.6%
COc1ccc(-n2c(O)c(C=NCCN(C)C)c(=O)[nH]c2=O)cc1,-2.6,-4.9%
O=C(OCCN1CCOCC1)c1ccc2c(c1)OCCO2,12.6,1.9%

Looked up by compound from the entries so far, four records:
canonical_smiles,RmlCD inh 1536,GlmU inhibition
COc1ccc(-n2c(O)c(C=NCCN(C)C)c(=O)[nH]c2=O)cc1,-2.6,-4.9%
CC(=O)Nc1ccc(S(=O)(=O)N2CCN(c3cccc(C)c3C)CC2)cc1,3.6,-2.2%
COc1ccc(N(CCC#N)S(=O)(=O)c2cccc3nsnc23)cc1,0.7,-2.2%
CCN1C(=O)/C(=C2\SC(=S)N(c3c(C)n(C)n(-c4ccccc4)c3=O)C2=O)c2ccccc21,11.6,x

(listing goes on)
canonical_smiles,RmlCD inh 1536,GlmU inhibition
O=C(COC(=O)C1(c2ccc(F)cc2)CCCC1)NCc1ccc2c(c1)OCO2,-5.8,1.9%
CN1CCN(C(=O)CCc2nc(-c3ccc(Cl)cc3)no2)CC1,4.1,2.4%
CCOC(=O)C1=C(Cc2ccc(F)cc2)C(=O)c2ccccc2C1=O,5.3,2.1%
CCOc1ccc(N(CC(=O)NCc2cccs2)S(=O)(=O)c2c(C)noc2C)cc1,12.6,5.4%
CCOC(=O)c1c(NC(=O)c2cc3n(n2)C(C(F)(F)F)CC(c2cccs2)N3)sc(C)c1C (centres undefined),0.2,2.5%
Cc1nn(CC(=O)c2ccc(Cl)cc2Cl)c(C)[n+]1N,1.2,-0.6%
COc1ccc(CNC(=O)C2CCC(CNc3nc(=S)[nH]c4ccccc34)CC2)cc1 (centres undefined),-2.6,1.8%
Cc1cccc(C)c1Nc1nnc(SCc2cc([N+](=O)[O-])cc3c2OCOC3)s1,-6.8,2.7%
C=CCOC(=O)C1=C[C@@H](C2CCCCC2)C[C@@H](OCc2ccc(CO)cc2)O1,x,-1.4%
O=C(NCCCN1CCCC1=O)c1ccc2c(=O)n(-c3ccc(F)cc3)c(=S)[nH]c2c1,20.6,1.1%
C[C@H](NC(N)=O)C(=O)OCC(=O)Nc1ccc(OC(F)F)cc1,-11.3,4.0%
COc1ccc(OCC(=O)N/N=C/c2ccc(N(C)C)cc2)cc1,-3.6,-2.9%
Cn1c(=O)n(/N=C/c2ccccc2)c2ccccc21,x,-2.4%
CCc1ccc(S(=O)(=O)Nc2c(C)nn(C)c2C)cc1,x,2.0%
c1ccc(-c2nn[nH]n2)nc1,5.3,4.8%
O=C(O)/C=C\C(=O)Nc1ccc(OCc2ccccc2)cc1,3.3,3.3%
COc1ccccc1NC(CC(=O)c1ccccc1)C(=O)OCC(=O)c1ccc(Br)cc1 (centres undefined),33.5,-9.5%
CC(C)n1c(=O)[nH][nH]c1=S,21.7,4.7%
COc1cccc(NC(=O)CN(C)CC(=O)NC(C)c2ccccc2)c1 (centres undefined),-6.8,x
COc1cc(NC(=O)c2cc3ccccc3o2)c(OC)cc1Br,1.7,-5.4%
Cn1c(=O)c2ncn(CC(=O)N=Nc3c(O)[nH]c4ccccc34)c2n(C)c1=O,-5.8,4.1%
N=c1n(Cc2ccccc2)c2ccccc2n1CC(O)COc1ccccc1 (centres undefined),x,-1.4%
O=C(COC(=O)c1cc(-c2ccc(Cl)s2)nc2ccccc12)NCc1ccco1,-8.2,-3.3%
Nn1c(SCC(=O)Nc2ccc3c(c2)OCO3)nnc1C1CC1,1.0,5.3%
CCCNc1nc2c(c(=O)[nH]c(=O)n2C)n1CCc1ccccc1,10.7,2.1%
COc1ccccc1N1CCN(C(=O)CCN2C(=O)c3cccc4cccc(c34)C2=O)CC1,-0.3,3.1%
O=C(CN1CCC(NC(=O)c2ccccc2F)CC1)Nc1ccc2c(c1)OCO2,8.9,-4.1%
CC(C)c1ccc(/C=N/NC(=O)c2cccc(S(=O)(=O)N3CCOCC3)c2)cc1,7.0,-0.8%
N#Cc1nc(Cc2cccc3ccccc23)oc1NCc1ccc2c(c1)OCO2,10.3,-4.1%
O=c1oc2ccccc2cc1-c1cn(-c2ccccc2)c(=S)[nH]1,-10.8,-2.5%
COc1ccccc1N(CC(=O)Nc1ccc(F)c(F)c1)S(C)(=O)=O,x,0.8%
O=C(N/N=C/c1ccccn1)C1CC1,-2.7,5.1%
CCn1ncc(/C=N\NC(=O)COc2ccccc2)c1C,7.5,-8.3%
Cc1ccc(OCC(=O)Nc2ccc3c(c2)nc(CCN2CCOCC2)n3C)cc1,-1.8,-1.4%
CC12CCC(=O)N1c1c(sc3nc(N4CCOCC4)c4c(c13)CCCC4)C(=O)N2 (centres undefined),4.5,1.0%
O=C(Nc1cccc(-c2nc3ccccc3[nH]2)c1)c1cccc(NC(=O)c2ccco2)c1,11.2,-0.3%
Cc1ccc(Oc2nc3c(C)cccn3c(=O)c2/C=C(\C#N)C(N)=O)cc1,-9.8,-1.4%
CCCc1cc(C(=O)NNC(=S)NC(C)c2ccccc2)cs1 (centres undefined),x,6.4%
Cc1cccc(OCC(=O)N2CCC(N3CCOCC3)CC2)c1,x,2.5%
CN(CCC1CCOCC1)C(=O)CC1C(=O)NCCN1C/C=C/c1ccccc1 (centres undefined),x,2.6%
O=C(NCc1cccnc1)NC1(C(F)(F)F)Oc2ccccc2O1,11.1,0.5%
COc1ccc(O)c(C=NCC(C)N=Cc2cc(OC)ccc2O)c1 (centres undefined),-10.9,-3.8%
CCOC(=O)c1cnc(Nc2ccc(OCC)cc2)nc1C,-3.2,1.2%
CC1(C)CC(=O)C2=C(C1)NC(Nc1nc3ccccc3o1)=NC21CCCC1,-8.2,4.5%
O=C(CN1CCN(c2cccc(Cl)c2)CC1)N1CCCC1,x,-1.4%
C=CCSc1nc2nc(C)cc(C)n2n1,x,2.5%
COc1ccc(NC(=O)CSc2nnc(Cn3nnc4ccccc43)n2C)cc1,x,1.9%
CCCCCNCc1ccc(OCc2ccc(Cl)nc2)c(OC)c1,5.4,-2.7%
CCn1c(SCC(=O)Nc2ccccc2OC)nnc1-c1cnccn1,-15.9,1.3%
CC(=O)C1=C(O)C(=O)N(Cc2ccccc2)C1c1ccco1 (centres undefined),9.6,-1.8%
O=C(c1ccccn1)N(Cc1ccco1)C1(C(=O)NC2CCCCC2)CCCCC1,1.3,0.6%
CC(=O)c1ccc2noc(-c3cccc(C)c3)c2c1,-12.0,-5.4%
O=C(O)C1CSC(c2cccnc2)N1 (centres undefined),8.0,0.6%
COc1ccc(-n2c(COc3cccc4cccnc34)nnc2SCC(=O)O)cc1,x,-5.0%
CN(C)S(=O)(=O)c1cccc(C(=O)NCCCn2ccnc2)c1,-7.1,-1.3%
COC(=O)c1ccccc1NC(=O)CSc1nc(N)cc(N)n1,x,1.2%
O=C(Nc1ccccc1)NC1CC2CCC(C1)N2Cc1nnnn1Cc1ccc2c(c1)OCO2 (centres undefined),-2.2,2.8%
O=C(NC(=S)Nc1cccc(Cl)c1N1CCCCC1)c1ccco1,6.2,-0.9%
Cc1cc(C)cc(-n2nnc(C(=O)NCc3ccc4c(c3)OCO4)c2N)c1,x,8.2%
C#CCn1c(=NC(=O)CN2C(=O)CCC2=O)sc2cccc(C)c21,-8.2,-8.0%

(further entries)
canonical_smiles,RmlCD inh 1536,GlmU inhibition
CC(C)CN(CC(C)C)C(=S)NC1CCCCC1,1.0,8.7%
Cc1ccc(CSc2nc3ncccc3[nH]2)cc1,5.9,-1.1%
CC1(C)CC(=O)C2=C(C1)OC(N)=C(C#N)C21C(=O)N2CCCc3cccc1c32 (centres undefined),6.3,-4.0%
O=C(NC(=S)Nc1ccc2c(c1)OCCO2)c1ccc(F)cc1Cl,-2.3,4.4%
COCCn1cc(C(=O)N2CCN(C)CC2)c2c3ccccc3n(C)c2c1=O,0.8,-6.5%
Cc1cc(C)c2c(N)c(C(=O)N/N=C/c3cccs3)sc2n1,54.9*,5.9%
CC(O)C(NS(=O)(=O)c1ccc(Cl)cc1)C(=O)OCC(=O)N1CCN(c2ccccc2)CC1 (centres undefined),-5.4,-4.0%
CCN(CC)S(=O)(=O)c1cc(NC(=O)Cc2n[nH]c(=O)c3ccccc23)ccc1C,1.6,7.1%
CC(C)(C)OC(=O)CNC(=O)c1[nH]cnc1C(=O)Nc1ccc(CNC(=O)OC(C)(C)C)cc1,-11.9,-2.5%
CCCCc1nnc(NC(=O)CC(=O)Nc2ccccc2C(=O)O)s1,x,-0.3%
Cc1cccc(NC(=O)Nc2cccc(F)c2)n1,11.2,3.4%
Cc1cc(C)n2ncc(/C(N)=N/OC(=O)Nc3ccc(Cl)cc3)c2n1,12.0,-0.9%
CCCOc1ccc(CCC(=O)N/N=C/c2ccncc2)cc1,7.9,-3.0%
O=C(c1ccc(Br)o1)N1CCc2ccccc21,-61.9,1.6%
NCc1ccccc1COc1ccccc1,2.9,9.4%
O=C(Nc1nc(=O)n(C(=O)C2CC2)s1)c1ccccc1,-1.7,-1.0%
O=C(c1ccc2c(=O)n(-c3ccccc3)c(=O)[nH]c2c1)N1CCCCC1,-5.6,4.1%
Cn1c(SCC(=O)Nc2cccc(F)c2)nnc1-c1cccnc1,-5.7,2.4%
Cc1cccc(OCCNc2cc(N3CCOCC3)ccc2[N+](=O)[O-])c1,-10.1,0.3%
COCCNC(=O)CCn1c(=O)oc2ccccc21,-1.8,4.2%
COc1cccc(CNCCSc2nnnn2C)c1,-3.0,0.7%
COc1ccccc1/C=C(/C(=O)OCC(=O)Nc1cc(C)ccc1C)c1ccccc1,x,1.4%
O=C1CCC/C(=N\NC(=O)c2ccc(CSc3cccc4cccnc34)cc2)C1,-12.3,4.6%

A portion of the library; count on the stated rates, not on these rows.
